Assay outcomes: PubChem BioAssay, National Center for Advancing Translational Sciences (NCATS)
WRN helicase inh – WRN helicase (human) inhibition; Q14191; WRN helicase unwinding, fluorescent forked duplex, kinetic; AID 651768; 0.46% of 360,000 active; Potency, µM (titrated, usually from 114 µM), for the others: at the highest dose activity change, negative = inhibition, most hits filed as inhibitors; also: potency is read from the fitted curve at half-maximal effect; % is scaled to controls: 0 for no effect and ±100 for the full control effect; nearly all actives have a fitted effect of over 55% in size
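Enzyme (20 nM final) and test compound sit together 15 min at room temperature before substrate addition. Substrate is a single-forked duplex oligonucleotide (100 nM) labelled with fluorophore and quencher, with 2 mM ATP; helicase unwinding raises red fluorescence, read kinetically.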
PLK1 PBD block – PLK1 (human) polo-box domain binding inhibition; Plk1 PBD binding of FITC phosphopeptide, fluorescence polarization; Potency, µM, for inactives: max response, negative = inhibition, usual class: inhibitors; 2.8% of 360,000 active; also: potency is read from the fitted curve at half-maximal effect; series mostly up to about 57 µM; % is scaled to controls: 0 for no effect and ±100 for the full control effect; nearly all actives have a fitted effect of over 65% in size
Target sequence (P53350 whole entry, looked up, the tested form may be a part): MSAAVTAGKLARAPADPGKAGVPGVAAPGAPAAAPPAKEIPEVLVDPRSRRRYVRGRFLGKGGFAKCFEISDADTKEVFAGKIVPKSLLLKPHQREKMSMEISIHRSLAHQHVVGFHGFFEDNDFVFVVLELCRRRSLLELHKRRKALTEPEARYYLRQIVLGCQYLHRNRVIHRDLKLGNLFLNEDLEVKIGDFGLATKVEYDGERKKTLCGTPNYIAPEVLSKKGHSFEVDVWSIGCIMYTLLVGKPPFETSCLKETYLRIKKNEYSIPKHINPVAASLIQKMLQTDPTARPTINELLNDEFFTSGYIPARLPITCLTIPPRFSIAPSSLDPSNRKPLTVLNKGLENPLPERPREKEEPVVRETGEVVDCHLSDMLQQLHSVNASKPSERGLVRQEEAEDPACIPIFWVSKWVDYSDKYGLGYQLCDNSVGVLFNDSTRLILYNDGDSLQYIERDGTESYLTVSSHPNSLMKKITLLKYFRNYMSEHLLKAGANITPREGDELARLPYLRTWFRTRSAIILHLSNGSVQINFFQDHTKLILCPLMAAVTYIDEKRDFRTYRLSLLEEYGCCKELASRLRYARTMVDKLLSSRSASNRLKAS
IL-2 act – activators of IL-2. IL-2 activation reporter assay, cell-based qHTS; stimulated with anti-CD3/CD4/CD28 beads; in transgenic mouse T cells. activation, % (series mostly up to about 46 µM). 0.065% of 360,000 active. AID 652025; in the data active = activation above about 50%; inconclusive = mostly about 30% to 49%; also: 0% is about no effect
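Unstimulated transgenic mouse T cells; 60-min compound exposure; bead-based TCR/CD4/CD28 stimulation; 18 h culture, 37 degrees C; dual fluorescence (EGFP, DsRed) plate cytometry.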
GLP1R inv ag – inverse agonists of human GLP-1 receptor | P43220 | HEK293 GLP-1R CRE-luciferase, luminescence, 24 h; GLP-1R form is constitutively active | Potency, µM (titrated, usually from 38.3 µM), for the others: top-dose activity change, negative = inhibition, most hits filed as inhibitors | 1.6% of 410,000 active | AID 624417; also: potency is read from the fitted curve at half-maximal effect; % is scaled to controls: 0 for no effect and ±100 for the full control effect; nearly all actives have a fitted effect of over 55% in size
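Using stably transfected HEK293 (constitutively active GLP-1R, cAMP-luciferase reporter), compounds were incubated 24 hr and luciferase measured by luminescence.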
PI5P4Ka inh – inhibitors of human PI5P4K alpha. PI5P4Kalpha enzyme, ADP-Glo luminescence, 60 min; hits give low values. max response, %. 1.2% of 330,000 active; active = max response of -50% or lower; inconclusive = between -30% and -50%; inactive = -30% or higher; also: value at the top dose of about 77 µM; % is scaled to controls: 0 for no effect and ±100 for the full control effect
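Enzyme plus substrate dispensed, test compounds pinned in, then ATP (5 microM final) added. After 60 min at RT, ADP-Glo reagent 1 for 45 min and reagent 2 for 30 min preceded luminescence imaging.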
GLP-1R agonist – activates the human GLP-1 receptor | HEK293 GLP-1R CRE-luciferase, luminescence, 4-6 h; cells express a hypersensitive GLP-1R form | Potency, µM (doses to about 45.6 µM), without a hit: at the top dose activation, most hits filed as activators | 0.007% of 380,000 active; also: potency is read from the fitted curve at half-maximal effect; % of control where 0% means no effect
HEK293 tox – cytotoxicity in counter-screen for GLP-1R inverse agonists; HEK293 cAMP-luciferase reporter cells, luminescence, 24 h; Potency, µM (top dose mostly 38.3 µM), inactives show at the top dose activity change, negative = inhibition, actives largely listed as inhibitors; 0.13% of 410,000 active;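 also: loss of luciferase light is scored as toxicity; potency is read from the fitted curve at half-maximal effect; % is scaled to controls: 0 for no effect and ±100 for the full control effect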
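Seeding density was 200 cells/uL; after overnight-length (12 h) culture, 23 nL compounds went on for 24 h at 37 °C. Readout used a luciferase detection reagent, luminescence taken after 12 min at room temperature.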
D3 ag – D3 dopamine receptor (human) agonism; max activation, %; P35462; AID 652048; 0.58% of 410,000 active; D3R DiscoveRx beta-arrestin cells, luminescence, 90 min; in the data active = max activation above about 30%; also: 0% is about no effect; mostly tested at two doses, the higher about 12 µM
Target sequence (P35462 whole entry, looked up): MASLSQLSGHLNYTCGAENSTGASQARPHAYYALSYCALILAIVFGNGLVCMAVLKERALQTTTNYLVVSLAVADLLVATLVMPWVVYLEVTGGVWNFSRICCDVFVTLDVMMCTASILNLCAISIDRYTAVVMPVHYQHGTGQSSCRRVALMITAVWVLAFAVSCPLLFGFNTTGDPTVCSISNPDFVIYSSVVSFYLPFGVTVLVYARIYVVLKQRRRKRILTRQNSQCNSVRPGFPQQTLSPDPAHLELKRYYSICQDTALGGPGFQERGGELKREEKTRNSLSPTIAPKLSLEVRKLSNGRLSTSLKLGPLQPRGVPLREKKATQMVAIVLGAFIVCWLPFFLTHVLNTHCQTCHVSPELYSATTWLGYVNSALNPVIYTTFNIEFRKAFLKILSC
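Agonist-mode cell screen: cells plated at 1500/well and incubated overnight at 37 °C, then exposed to library compounds for 90 min at 37 °C. Detection reagent was added for 30–60 min at room temperature, and luminescence was read.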
D3 antag – D3 dopamine receptor (human) antagonism; max response, negative = inhibition, %; D3R cells, DiscoveRx beta-arrestin luminescence, antagonist mode; hits give low values; AID 652054; P35462; 2.5% of 360,000 active; in the data active = max response below about -50%; inconclusive = no clear call, values can overlap the other calls; also: % is scaled to controls: 0 for no effect and ±100 for the full control effect; mostly tested at two doses, the higher about 12 µM
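Cells plated overnight at 1500 cells/well, then exposed to library compounds with dopamine controls for 90 minutes at 37 degrees C. DiscoveRx reagent added for 30–60 minutes at room temperature; luminescence read, quantitative HTS format.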
* = called active by the depositor; ? = inconclusive; . = not tested or not shown; ! = not confirmed by another sample; [ ] = remark or other dose. Unless noted, calls follow the shape of the dose curve; as a rule, active = well fitted curve in the direction sought with a large enough effect; inconclusive = small, poorly fitted or top-dose-only effect, or another doubt; inactive = no such curve, though single readings can be large; an effect the other way counts as inactive or inconclusive. Compounds as they come. About 7.8% of those tested had a hit in this group.

Every second line gives: WRN helicase inh, PLK1 PBD block, PI5P4Ka inh, GLP-1R agonist, GLP1R inv ag, D3 ag, D3 antag, IL-2 act, HEK293 tox
1: CCOC(=O)C1C(=O)N(O)CC1c1cccc(Oc2ccccc2)c1 (stereo unspecified)
    2%, 2%, 0, -9%, -11%, -1, 9, 3.6, 1%
2: CCOc1ccc(NC(=O)c2ccccc2OCC(=O)c2ccc(C)cc2)cc1
    -13%, -5%, ., -7%, 0%, 4, 28, 3.6, -9%
3: COCCOC1CCN(C(=O)C2CCC(=O)N(Cc3cccc(F)c3)C2)CC1 (stereo unspecified)
    -1%, -3%, 0, -3%, 15%, 2, -4, 0.3, 8%
4: O=C(NCc1cccnc1)C(=O)NCC(c1ccco1)N1CCN(c2ccccc2F)CC1 (stereo unspecified)
    -25%[57.1 µM], 3%, 2, -2%, -10%, 51*, 22, -0.1, -3%[1.53 µM]
5: COc1ccc(S(=O)(=O)Nc2ccc3c(c2)OCO3)cc1
    -3%, -4%, ., -2%, 11%, 1, 7, 0.9, -23%
6: Cc1cc(NCC(C)C)n2ncnc2n1
    5%, 1%, -6, 2%, 0%, 3, 15, -0.8, 5%
7: C(#Cc1ccccc1)C[N+]1(CC#Cc2cccc3ccccc23)CCCC1
    -1%, -8%, -16, -5%, -38%, -14, 4, -0.9, 12%
8: CC1(C)CC(=O)C2=C(C1)N(c1ccc(F)cc1)C(=O)CC2c1cccnc1 (stereo unspecified)
    11%, -7%, -1, -2%, 3%, 2, -9, 1.1, -1%
9: NC(=O)N1CCc2ccccc21
    3%, -7%, -4, 5%, -7%, -4, -16, 1.9, -2%
10: O=C(CNC(=O)c1cccnc1)N/N=C/c1cccnc1
    -2%, -4%, -7, 9%, 12%, 16, 2, -0.6, -3%
11: O=C(NCc1ccc(Cl)cc1)C1CCC(CNc2c(N3CCOCC3)c(=O)c2=O)CC1 (stereo unspecified)
    -3%, 0%, 0, -4%, 4%, 1, -8, -0.3, 4%
12: CC1(C(=O)NCCCNc2ncc(C(F)(F)F)cc2Cl)C=CCN1C(=O)c1ccccc1 (stereo unspecified)
    -2%, 0%, -2, 8%, -20%, -16, -24, 1.0, 2%
13: Cc1ccc(NC(=O)C2C3CC4OC(=O)C2C4C3)cc1Cl (stereo unspecified)
    -12%, 1%, 1, 10%, -5%, -2, 8, -4.3, 8%
14: O=C1NCN(CCO)CN1
    -3%, -2%, 14, -8%, 3%, 0, -2, 0.5, -16%
15: CC(C)Oc1cc(NC(=O)CS(=O)CC(=O)N(C)C)c(Cl)cc1Cl (stereo unspecified)
    -5%, -6%, 0, 2%, -11%, -1, -12, 0.4, -4%
16: CC1CN(C(=O)c2ccccc2)C(=Nc2cccc(S(=O)(=O)N(C)C)c2)S1 (stereo unspecified)
    4%, -9%, -8, -3%, -28%, -4, -1, -3.2, -3%
17: COc1ccc(Br)cc1CN1CCN(Cc2c[nH]c3ccccc23)CC1
    -7%, 2%, 4, 2%, ?, -49, -90*, -6.2, ?
18: O=C(O)CCCC(=O)OCCc1cc2ccccc2c(=O)o1
    -1%, -6%, 9, -1%, 1%, 9, 29, -0.1, 6%
19: COc1ccc(NC(=O)c2cc(C3CCCCN3C(=O)c3ccc(Cl)cc3)on2)c(C)c1 (stereo unspecified)
    -2%, -12%, 0, 3%, ?, -5, 0, -0.6, 2%
20: COC(=O)/C=C1\N/C(=N\c2nc(C)cc(C)n2)N(c2ccccc2)C1=O
    ?, -14%, -4, 0%, 7%, -9, 16, -1.1, 19%

Pulled by compound from the list above:
Every second line gives: WRN helicase inh, PLK1 PBD block, PI5P4Ka inh, GLP-1R agonist, GLP1R inv ag, D3 ag, D3 antag, IL-2 act, HEK293 tox
16: CC1CN(C(=O)c2ccccc2)C(=Nc2cccc(S(=O)(=O)N(C)C)c2)S1 (stereo unspecified)
    4%, -9%, -8, -3%, -28%, -4, -1, -3.2, -3%
14: O=C1NCN(CCO)CN1
    -3%, -2%, 14, -8%, 3%, 0, -2, 0.5, -16%
18: O=C(O)CCCC(=O)OCCc1cc2ccccc2c(=O)o1
    -1%, -6%, 9, -1%, 1%, 9, 29, -0.1, 6%

The listing continues.
Every second line gives: WRN helicase inh, PLK1 PBD block, PI5P4Ka inh, GLP-1R agonist, GLP1R inv ag, D3 ag, D3 antag, IL-2 act, HEK293 tox
21: O=C(CSc1cccc(C(F)(F)F)c1)Nc1nnc(C2CC2)s1
    6%, -1%, 1, -7%, 3%, -22, 6, 0.5, 0%
22: O=C(C1CCN(c2nnc(-n3cccc3)s2)CC1)N1CCOCC1
    -3%, 23%, -9, -4%, 23%, 2, -21, -0.7, 1%
23: Cc1csc(NC(=O)Cc2ccc(Br)cc2)n1
    -10%, -9%, -3, 0%, -28%, -2, 9, -0.6, 0%
24: CC1Cc2ccccc2N1c1ncnc2nc[nH]c12 (stereo unspecified)
    -9%, 4%, 0, -2%, ?, 3, 0, 2.6, -8%
25: O=C(CN1CCN(Cc2ccccc2)CC1)c1ccc(Br)cc1
    -6%, -1%, ., -2%, 6%, -35, -62*, -0.1, -4%
26: O=C(/C=C/c1cccs1)Nc1ccc(N2CCOCC2)c(S(=O)(=O)Nc2cc(Cl)ccc2Cl)c1
    -18%, -12%, 1, -6%, 4%, -30, ?, 0.1, -6%
27: O=C(CSc1ccc(-c2cccnc2)nn1)c1ccc([N+](=O)[O-])cc1
    -3%, -23%, ?, 12%, 5%, -2, -30, -0.6, -6%
28: CN(CC(=O)Nc1ccc(F)cc1)C(=O)COC(=O)c1nc(Cl)ccc1Cl
    6%, -3%, 1, -9%, -1%, 2, 8, 0.1, -24%
29: COCC1CCCN(C(=O)c2ccc3oc(Cc4ccc(Cl)cc4)nc3c2)C1 (stereo unspecified)
    -1%, 0%, 12, 4%, 10µM*, 4, -3, -2.4, -16%
30: CCn1c(SCc2nc3sc(C(=O)O)c(C)c3c(=O)[nH]2)nc2ccccc21
    20µM*, ?, -64*, 5%, 11%, -2, -16, -0.4, 57%[activator]
31: CCOc1ncccc1C(=O)Nc1ccc2c(c1)OCO2
    3%, -4%, 1, 10%, 42%[activator], 5, 10, -0.1, 5%
32: CCOC(=O)c1c(C)[nH]c(C)c1C(=O)CSc1nc2ccccc2n1CCOC
    -7%, 5%, -6, 18%, 13%, 3, 14, 1.1, -17%
33: CC(=O)c1ccc(Sc2ccc(C(C)=O)cc2)cc1
    7%, -22%, 1, 19%, 20%, -4, -10, 0.0, 9%
34: COc1cc(C2C(C#N)=C(N)N(Nc3ccccc3)C3=C2C(=O)CC(C)(C)C3)ccc1OCc1ccccc1 (stereo unspecified)
    -10%, -4%, 0, -14%, 3.2µM*, -4, -25, 2.3, 14%
35: C[C@]12CC[C@@H]3c4ccc(O)cc4CC[C@H]3[C@@H]1CC[C@@H]2OC(=O)CCC1CCCC1
    3%, -1%, 0, 16%, 7%, 45*!, 72, 0.1, 2%
36: CCc1ccc2[nH]c(=O)c(CN(Cc3ccccc3OC)C(=O)Nc3ccccc3OC)cc2c1
    -7%, -6%, ., 1%, 0%, -43, 8, -2.4, -4%
37: CCOc1[nH]n(-c2ccc(Cl)cc2)c(=O)c1C=Nc1ccc(OC)cc1
    8%, 0%, 1, -7%, 12%, 1, -10, 0.0, -7%
38: COc1ccc2sc(N(CCCN(C)C)C(=O)c3ccc(C(=O)c4ccccc4)cc3)nc2c1
    -32%, -13%, 4, -2%, 7.1µM*, -17, ?, -1.0, ?
39: Cc1ccc(C(=O)NC2CCN(S(=O)(=O)c3ccccc3F)CC2)cc1
    -29%, -12%, 2, -21%, -20%, -11, -25, 0.4, -2%
40: COCCN(Cc1cc2ccc(C)cc2n2nnnc12)Cc1nnnn1C(C)(C)C
    0%, -3%, 1, 2%, 18%, 0, -2, 7.2, -9%

4 entries already listed, ordered by count of non-hydrogen atoms, high to low.
Every second line gives: WRN helicase inh, PLK1 PBD block, PI5P4Ka inh, GLP-1R agonist, GLP1R inv ag, D3 ag, D3 antag, IL-2 act, HEK293 tox
34: COc1cc(C2C(C#N)=C(N)N(Nc3ccccc3)C3=C2C(=O)CC(C)(C)C3)ccc1OCc1ccccc1 (stereo unspecified)
    -10%, -4%, 0, -14%, 3.2µM*, -4, -25, 2.3, 14%
28: CN(CC(=O)Nc1ccc(F)cc1)C(=O)COC(=O)c1nc(Cl)ccc1Cl
    6%, -3%, 1, -9%, -1%, 2, 8, 0.1, -24%
37: CCOc1[nH]n(-c2ccc(Cl)cc2)c(=O)c1C=Nc1ccc(OC)cc1
    8%, 0%, 1, -7%, 12%, 1, -10, 0.0, -7%
25: O=C(CN1CCN(Cc2ccccc2)CC1)c1ccc(Br)cc1
    -6%, -1%, ., -2%, 6%, -35, -62*, -0.1, -4%

Further records follow:
Every second line gives: WRN helicase inh, PLK1 PBD block, PI5P4Ka inh, GLP-1R agonist, GLP1R inv ag, D3 ag, D3 antag, IL-2 act, HEK293 tox
41: O=C(Nc1nc(-c2ccc(F)cc2)cs1)c1ccc(N2C(=O)CCC2=O)cc1
    12%, 1%, 0, -10%, 13%, 3, -8, 1.3, 4%
42: C/C(=N/NC(=O)c1ccccn1)c1c[nH]c2ccccc12
    -1%, -4%, -2, 7%, -11%, 1, -9, -0.4, -7%
43: CN(C(=S)Oc1ccc(C(=O)Nc2ccccc2)cc1)c1ccccc1
    -8%, -8%, -6, 2%, 8.9µM*, -9, -20, -3.6, 2%
44: COc1ccc(CCC(=O)Nc2ccc(OC)c(S(=O)(=O)N3CCCCC3)c2)cc1OC
    0%, -1%, 4, 5%, 9%, 0, 11, -0.7, -5%
45: CN(CC(=O)Nc1ccccc1Cl)C(=O)COC(=O)c1cc(S(=O)(=O)N(C)C)ccc1N1CCCC1
    -17%, 1%, 2, 3%, 23%, 0, 0, -1.3, -5%
46: Cc1ccc(S(=O)(=O)N2CCOC2CNC(=O)C(=O)NCCCN2CCOCC2)cc1 (stereo unspecified)
    -4%, 1%, 2, -2%, 2%, 1, -5, 0.4, 14%
